# HTT aggregate – mutant huntingtin aggregation inhibition. hit rate 1.1% among 220,000. PC12 HttQ103-GFP aggregates, Acumen cytometry, 40 h. AID 1688. Potency, µM (top dose mostly 46.1 µM), without a hit: at the top dose activity change, negative = inhibition, actives largely listed as inhibitors; note: potency is the fitted concentration of half-maximal effect; % is set by controls: 0 for no effect and ±100 for the full control effect; nearly all actives have a fitted effect of over 60% in size
#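 Huntingtin Q103 exon 1–GFP aggregates in induced PC12 cells (100 nM tebufenozide) were quantified by cytometry from lysates, with compounds dosed in titration.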
# CBFb RUNX1 block – inhibitors of human CBF-beta and RUNX1 interaction. Q01196+Q13951. AlphaScreen CBFb-His/RUNX1-biotin binding, biochemical. Potency, µM (titrated, usually from 59.8 µM), inactives show top-dose activity, negative = inhibition, actives largely listed as inhibitors. 230,000 tested, under 10 active. AID 1477; note: % of control where 0% means no effect
# Target sequence (Q01196 whole entry, looked up): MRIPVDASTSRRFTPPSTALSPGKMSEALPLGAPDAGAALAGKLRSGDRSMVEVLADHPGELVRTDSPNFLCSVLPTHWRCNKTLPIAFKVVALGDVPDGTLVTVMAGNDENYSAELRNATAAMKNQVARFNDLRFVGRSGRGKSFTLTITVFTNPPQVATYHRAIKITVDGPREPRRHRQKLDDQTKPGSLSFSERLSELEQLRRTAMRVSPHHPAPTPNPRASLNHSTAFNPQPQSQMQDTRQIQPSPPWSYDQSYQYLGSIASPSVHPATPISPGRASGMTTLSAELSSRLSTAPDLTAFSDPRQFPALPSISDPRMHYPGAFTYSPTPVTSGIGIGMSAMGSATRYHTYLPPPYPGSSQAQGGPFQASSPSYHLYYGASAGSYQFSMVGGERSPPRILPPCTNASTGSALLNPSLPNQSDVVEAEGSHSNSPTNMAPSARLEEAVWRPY
# Target sequence (Q13951 whole entry, looked up): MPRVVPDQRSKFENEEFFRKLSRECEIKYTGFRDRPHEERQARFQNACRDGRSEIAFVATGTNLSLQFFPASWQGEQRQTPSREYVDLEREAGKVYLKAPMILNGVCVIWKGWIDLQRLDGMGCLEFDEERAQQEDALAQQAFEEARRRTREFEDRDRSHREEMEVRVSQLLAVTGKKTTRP
#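 Interaction loss through any mechanism counts as activity. Pre-formed complex of His-CBF-beta and biotin-RUNX1 (30 nM apiece) is incubated with compound 15 min, then with 50 ng nickel and 50 ng streptavidin beads for 90 min before AlphaScreen detection.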
# IMPase Li inh – cell-permeable IMPase inhibitors with lithium potentiation. hit rate 0.35% among 210,000. CHO-M1 cells, IP1 TR-FRET (IP-One), carbachol + lithium. Potency, µM (titrated, usually from 59.4 µM), for inactives: at the top dose activity, negative = IMPase inhibition, usual class: inhibitors. AID 1457;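 note: IP1 builds up when IMPase is blocked and the TR-FRET signal falls; potency is the fitted concentration of half-maximal effect; plate controls were basal vehicle for no effect and high inhibitor control for full effect; nearly all actives have a fitted effect of over 50% in size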
#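 CHO cells stably expressing M1 receptor (2000/well) were cultured 16–30 h, then exposed to compounds with a small lithium addition for 30 min at 37C. IP1 was measured by TR-FRET competition; AC50 from Hill fits.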
# L3MBTL1 inh – blocks human L3MBTL1. Q9Y468. AlphaScreen L3MBTL1–H3K9me1 peptide binding. Potency, µM (series often up to 57.1 µM), for the others: at the highest dose activity, negative = inhibition, actives largely listed as inhibitors. hit rate 0.66% among 230,000. AID 485360; note: potency is the fitted concentration of half-maximal effect; % is set by controls: 0 for no effect and ±100 for the full control effect; nearly all actives have a fitted effect of over 60% in size
#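 Read-out is AlphaScreen signal from streptavidin donor and nickel chelate acceptor beads (10 ug/mL final each) bridging L3MBTL1 (50 nM) and biotinylated K9-monomethylated H3(1-15) peptide (75 nM), after 30 min compound exposure at room temperature.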
# Epigenetic derep – epigenetic control regulation, reporter derepression; Potency, µM (highest dose often 53.9 µM), for the others: at the top dose GFP activation, most hits filed as activators; murine LDR cells, GFP reporter derepression, 30 h; hit rate 0.2% among 280,000; note: potency is the fitted concentration of half-maximal effect; % of control where 0% means no effect; nearly all actives have a fitted effect of over 60% in size
#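 Murine LDR cells carrying a silenced, genomically integrated CMV-driven GFP reporter were exposed to compound for 30 hours at 37 C. After PBS washes, GFP-positive cells (20–120 um objects) were counted by laser-scanning microplate cytometry.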
# KinaseGlo FLuc – counter-screen: inhibitors of Kinase-Glo firefly luciferase; AID 1379; Kinase-Glo luciferase, ATP luminescence, 8 min; hit rate 0.28% among 200,000; Potency, µM (series often up to 38.3 µM), inactives show at the top dose activity change, negative = inhibition, most hits filed as inhibitors; note: potency is the fitted concentration of half-maximal effect; % is set by controls: 0 for no effect and ±100 for the full control effect; nearly all actives have a fitted effect of over 60% in size
#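 Compounds were added to a substrate mix at pH 7.2 (50 mM imidazole, 10 uM ATP, within the enzyme's linear range), followed by Kinase-Glo detection reagent; luminescence was measured after 8 minutes at ambient temperature.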
# NPSR antag – neuropeptide S receptor (human) antagonism, cAMP. AID 1461. hit rate 1% among 220,000. CHO-NPSR cells, cAMP TR-FRET, antagonist mode. Q6W5P4. Potency, µM (series often up to 38.3 µM), without a hit: at the highest dose activity change, negative = inhibition, hits mostly inhibitors; note: potency is the fitted concentration of half-maximal effect; % is set by controls: 0 for no effect and ±100 for the full control effect; nearly all actives have a fitted effect of over 50% in size; many of its hits are not listed in these tables
# Target sequence (Q6W5P4 whole entry, looked up): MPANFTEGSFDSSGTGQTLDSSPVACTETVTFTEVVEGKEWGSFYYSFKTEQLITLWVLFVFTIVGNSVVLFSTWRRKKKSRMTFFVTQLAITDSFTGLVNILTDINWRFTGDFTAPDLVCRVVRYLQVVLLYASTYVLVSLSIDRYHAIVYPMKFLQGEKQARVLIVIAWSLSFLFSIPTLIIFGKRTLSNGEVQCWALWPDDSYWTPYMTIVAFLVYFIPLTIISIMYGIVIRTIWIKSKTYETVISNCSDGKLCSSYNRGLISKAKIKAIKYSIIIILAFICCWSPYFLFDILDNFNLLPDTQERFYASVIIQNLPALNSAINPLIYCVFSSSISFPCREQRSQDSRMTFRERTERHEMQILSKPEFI
# Numbers without * were called inactive; ? = inconclusive; / = no result given; [ ] = dose if it differs, or a comment. Calls come from the whole dose curve; as a rule, active = well fitted curve in the direction sought with a large enough effect; inconclusive = small, poorly fitted or top-dose-only effect, or another doubt; inactive = no such curve, though single readings can be large; an effect the other way counts as inactive or inconclusive. The list is partial; the hit share may differ from the screen's.
SMILES,HTT aggregate,CBFb RUNX1 block,IMPase Li inh,L3MBTL1 inh,Epigenetic derep,KinaseGlo FLuc,NPSR antag
CCC(=O)Nc1c(S(=O)(=O)c2ccccc2)c2nc3ccccc3nc2n1C(C)c1ccccc1 (stereo unspecified),-24%,-4%,0%,5%,-1.0%,3%,-34%
O=C(O)[C@@H]1CSC2(CCSC2)N1 (stereo partly specified),-8%,5%,5%[38.3 µM],7%,-4.3%,1%,7%[46.1 µM]
O=S(=O)(Nc1ccc2c(c1)OCO2)c1cccs1,-5%,-7%,-12%[38.3 µM],-6%,-2.8%,-4%,-15%[46.1 µM]
O=C(NNc1ccccc1[N+](=O)[O-])Nc1ccccc1,-1%,-13%,18%[38.3 µM],/,-2.1%,-5%,-9%[46.1 µM]
Cc1ccccc1CN1N=C(/C=C/c2ccccc2)CCC1=O,-15%,18%,6%,11%,-1.1%,-1%,-36%
COc1ccc(-c2cc(=Nc3ccc(C(=O)O)cc3)c3cc(C)ccc3o2)cc1,-7%,3%,0%,/,-2.6%,-1%,-32%
O=C(c1ccccc1-c1nc2ccccc2[nH]1)N1CCCCC1,3%,0%,0%[38.3 µM],11%,-0.9%,-1%,16%[7.67 µM]
N#Cc1c(C(F)(F)F)cc(=O)[nH]c1SCC(=O)O,-10%,8%,-8%,10%,3.8%,1%,-1%
O=C(N/N=C/c1ccc[nH]1)c1ccccc1O,23%[9.22 µM],-6%,5%,-1%,1.6%,-10%,-1%
CCOc1ccc(NCc2cc3cc(OC)ccc3[nH]c2=O)cc1,6%[9.22 µM],-6%,/,-24%,-8.6%,/,-11%
C[C@@H](O)c1nc2ccccc2n1N,4%,7%,4%,4%,2.3%,-2%,12%
O=C(O)C1C2C=CC(C2)C1C(=O)NCCc1ccccc1 (stereo unspecified),-6%,4%,17%[38.3 µM],8%,-1.1%,-1%,?
CSC1=NCCN1C(=O)Cc1ccc(-c2ccccc2)cc1,-27%,-10%,7%,-4%,5.2%,-1%,0%
O=C(NCCCCCCNC(=O)c1cncc(O)c1)c1cncc(O)c1,6%[9.22 µM],8%,/,/,0.3%,/,16%
CCc1ccc(NC(=O)c2cc(-c3ccco3)on2)cc1,-4%,23%,-5%,?,0.0%,-2%,-8%[46.1 µM]
COCCn1c(C)cc(C2=NNC(=Nc3ccc(F)cc3)SC2)c1C,16%,-15%,5%[38.3 µM],-18%,-1.4%,-22%,-8%[46.1 µM]
CC(Sc1nnnn1C)C(=O)Nc1ccc(Oc2ccccc2)cc1 (stereo unspecified),?,1%,23%[38.3 µM],0%,-7.2%,2%,-22%[46.1 µM]
COc1ccc(-n2cnnc2SCC(=O)Nc2cccnc2Cl)cc1,9%,22%,-2%,/,7.4%,2%,10%
Cc1ccc(OCC(=O)N(Cc2ccccc2)C2CCS(=O)(=O)C2)c([N+](=O)[O-])n1 (stereo unspecified),16%,-4%,/,6%,-0.9%,/,3%[46.1 µM]
COc1ccc(C(=O)NCC2OCCc3ccccc32)cc1OC (stereo unspecified),8%,2%,-1%,1%,-0.5%,-2%,9%
CCOC(=O)CCCNS(=O)(=O)c1c(C)ccc2nsnc12,-18%,3%,-4%,-1%,-1.0%,1%,-7%[46.1 µM]
CC(Oc1cccc(Cl)c1)C(=O)NCc1ccc(S(N)(=O)=O)cc1 (stereo unspecified),-12%,0%,/,-3%,0.5%,/,-15%
CCOC(=O)N1CCN(S(=O)(=O)c2ccc3c(c2)CCN3C(=O)CC)CC1,-8%[9.22 µM],5%,31%[activator][38.3 µM],/,7.0%,3%,-4%[46.1 µM]
CN(C(=O)C1CCN(S(=O)(=O)c2cccs2)CC1)c1ccccc1,-7%,-1%,2%,9%,-0.6%,0%,3%
COc1ccccc1C(=O)Nc1ccc2c(c1)nc1n2CCSC1,25%,-10%,-16%[38.3 µM],-4%,0.2%,-30%,-9%[46.1 µM]
Cc1cc(C(=O)Cn2nc(C(=O)O)c3ccccc3c2=O)c(C)n1-c1cccc(C(F)(F)F)c1,12%[9.22 µM],-1%,/,2%,-1.1%,/,-22%
O=C(CSc1nnc(-c2ccccc2Cl)o1)N1CCCCC1,5%,11%,16%[38.3 µM],5%,-0.8%,-3%,-23%[46.1 µM]
O=C(O)c1nc(-c2ccccc2)n(-c2ccc(Cl)cc2)n1,-11%,2%,-9%[38.3 µM],0%,2.0%,-5%,-10%[46.1 µM]
COc1ccc(C(=O)NN(C)c2nc(-c3ccccc3)nnc2C(F)(F)F)cc1,9%,-5%,12%[38.3 µM],-1%,3.6%,7%,-22%[46.1 µM]
Cc1ccc2cc(S(=O)(=O)NCCCC(=O)O)ccc2c1,15%,8%,1%[38.3 µM],-5%,0.5%,14%,-33%[46.1 µM]
O=C(Nc1ccc2c(c1)OCCO2)c1coc2ccccc2c1=O,18%,-3%,9%,10%,0.4%,8.9µM*,?
NC(=O)N/N=C\c1cccs1,6%[9.22 µM],13%,/,/,0.0%,/,14%
CC(C)[C@H](Nc1ncnc2c1oc1ccccc12)C(=O)O,-11%[9.22 µM],3%,/,9%,0.1%,/,-7%
COc1ccc(CCn2ccc(O)c(Cc3c(F)cccc3Cl)c2=O)cc1OC,0%,7%,4%,3%[11.4 µM],2.3%,1%,-11%
O=C1COc2ccc(C(=O)c3ccccc3C(=O)NCc3ccccc3)cc2N1,7%,-1%,18%[38.3 µM],/,0.1%,0%,-3%[46.1 µM]
CC(C)(C)N(NC(=O)Nc1ccc(F)cc1)C(=O)c1ccccc1,3%,1%,-1%,8%,1.1%,-4%,5%
N#CCSc1nnc(-c2ccc(F)cc2)n1N,13%,2%,-5%,/,-4.8%,1%,13%
COc1ccc(NCC(=O)N/N=C2\CCCC(C)C2)cc1 (stereo unspecified),14%,?,0%,-2%,2.0%,-1%,2%
CCc1ccc(NC(=O)Cc2ccc(OC)cc2)cc1,5%,-4%,-6%,4%,-1.9%,-2%,8%
CCOC(=O)c1sc2nc(C)nc(NCc3cccnc3)c2c1C,17%,8%,0%,7%,-0.1%,-1%,-23%
Cc1cn(C2CC(N=[N+]=[N-])C(CO)O2)c(=O)[nH]c1=O (stereo unspecified),/,13%,12%,/,4.0%,-2%,/
C=CCn1c(=O)c(C(=O)Nc2ccccc2C(=O)OCC)c(O)c2ccccc21,?,11%,27%[38.3 µM],10%,-1.8%,4%,-6%[46.1 µM]
NC(=O)CSc1nnc(SCc2ccc(F)cc2)s1,10%,7%,4%,-3%[11.4 µM],2.3%,-1%,15%
Cn1c(SCc2cccc(Br)c2)nnc1-c1ccccn1,-7%[9.22 µM],-1%,/,-9%,0.9%,/,-14%
Cc1cc(C(=O)NC(C)C)on1,-8%,5%,/,-1%,-1.0%,/,-2%[46.1 µM]
O=S(=O)(c1ccccc1)N1CCC(O)(CSc2ccccc2)CC1,-25%,4%,-1%,/,2.5%,-1%,7%
CCOC(=O)C1CCN(C(=O)CSc2nnc(-c3ccco3)n2-c2ccccc2)CC1,-11%,4%,-2%[38.3 µM],-2%,1.5%,2%,5%[46.1 µM]
O=C(c1ccco1)N1CCN(Cc2cccnc2)CC1,-9%,1%,4%[38.3 µM],/,3.5%,19%,4%[46.1 µM]
Cc1nn(-c2cc(N3CCCCCC3)ccc2[N+](=O)[O-])c(=O)c2ccccc12,8%,-7%,11%[38.3 µM],-4%,-2.3%,-3%,?
Cc1ccc(C(C)(C)C)c(OCCOCCN2CCCC2)c1,15%,4%,9%,-4%,2.3%,-6%,13%
COc1ccc(-n2c(SCC(=O)Nc3ccccc3)nc3c(c2=O)SCC3)cc1,8%,-8%,-1%[38.3 µM],/,0.2%,0%,-16%[46.1 µM]
COc1ccc(Oc2nc3ccccc3n3cccc23)cc1,-7%,23%,15%,25%,-1.1%,0%,-26%[46.1 µM]
C=CCn1c(CNC(=O)c2cccs2)nnc1SCC(=O)Nc1ccc(C(=O)O)cc1,?,-12%,8%[38.3 µM],/,2.8%,-1%,?
CCN(CC)S(=O)(=O)c1cc(C(=O)Nc2cccnc2Cl)ccc1Cl,3%,1%,7%,3%,-7.1%,0%,-9%
O=C(CSc1ccc2c(c1)OCCO2)NCCc1ccc(Cl)cc1Cl,0%,0%,/,9%,0.0%,/,-13%[46.1 µM]
Cc1cc(NC(=O)/C=C/c2ccccc2Cl)n(-c2nc3ccccc3[nH]2)n1,-14%,0%,5%,7%,3.2%,-8%,-14%
CN(C)CCSc1nc(-c2ccccc2)nc2c1CCCC2,3%[9.22 µM],-2%,/,?,3.2%,/,16%
Cc1ccnc(NS(=O)(=O)c2ccccc2)n1,-9%,3%,19%[38.3 µM],/,0.0%,0%,?
Cc1cccc(C2NS(=O)(=O)N=C2N)c1 (stereo unspecified),14%,3%,10%[38.3 µM],/,-0.7%,-5%,-6%[46.1 µM]
O=C1S/C(=C\c2ccc(O)c([N+](=O)[O-])c2)C(=O)N1Cc1cccc([N+](=O)[O-])c1,0%[9.22 µM],-25%,9%,?,1.1%,1%,53%
# Continued:
SMILES,HTT aggregate,CBFb RUNX1 block,IMPase Li inh,L3MBTL1 inh,Epigenetic derep,KinaseGlo FLuc,NPSR antag
O=C(Cn1ccc2ccccc2c1=O)NCCC(=O)Nc1cccnc1,15%,2%,-3%[38.3 µM],3%,-0.1%,-1%,-4%[46.1 µM]
C=C(C)c1nc2cc(OC)c(OC)cc2c(=O)o1,-1%,-4%,28%[38.3 µM],/,-6.2%,-4%,-13%[46.1 µM]
CSC(=S)N/N=C(\C)c1ccc(Br)cc1,-2%[9.22 µM],1%,18%,?,-2.8%,0%,?
COc1ccc(S(=O)(=O)N2CCn3c2nc2ccccc23)cc1,9%,0%,17%[38.3 µM],-1%,0.9%,-1%,-5%[46.1 µM]
Cc1nnc(SCC(=O)c2ccc(C(C)C)cc2)s1,19%,-1%,16%,3%,2.2%,-1%,3%
COc1ccc2nc(N/C(N)=N/C(=S)Nc3ccc(C)c(C)c3)nc(C)c2c1,9%,9%,12%,-4%,0.0%,2%,-1%

# Compounds listed so far that contain a cyano group (two):
SMILES,HTT aggregate,CBFb RUNX1 block,IMPase Li inh,L3MBTL1 inh,Epigenetic derep,KinaseGlo FLuc,NPSR antag
N#Cc1c(C(F)(F)F)cc(=O)[nH]c1SCC(=O)O,-10%,8%,-8%,10%,3.8%,1%,-1%
N#CCSc1nnc(-c2ccc(F)cc2)n1N,13%,2%,-5%,/,-4.8%,1%,13%

# Only L3MBTL1 inh, for some of the entries so far:
smiles | L3MBTL1 inh
CSC(=S)N/N=C(\C)c1ccc(Br)cc1 | ?
Cc1nnc(SCC(=O)c2ccc(C(C)C)cc2)s1 | 3%
COc1ccc2nc(N/C(N)=N/C(=S)Nc3ccc(C)c(C)c3)nc(C)c2c1 | -4%
